MrgX1 agonist = agonists of human MrgX1 receptor, primary screen, HEK293 cells, Fluo-4 calcium flux. Mas-related G-protein coupled receptor member X1 (Homo sapiens), Q96LB2. Fluo-4 calcium fluorescence, agonist mode; stronger effect = higher value. B-score at 10 µM. 310,000 compounds, 0.44% hits;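 active = calcium response B-score plate-corrected fluorescence ratio at least 3 library SD, with starting fluorescence B-score inside 5 SD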
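Assay system: stable human MrgX1 HEK293 cell line. Quantity: 15,000 cells per well. Schedule: cells plated overnight, dye loaded 0.5 h 37 °C, 0.5 h room temperature. Detection: Fluo-4 NW calcium-flux fluorescence, kinetic read. Read-out basis: peak-minus-minimum fluorescence over baseline, converted to B scores. Control set: positive and negative control wells on each plate.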
MrgX1 allo act = positive allosteric modulators of MrgX1, primary screen, HEK293 cells, Fluo-4 calcium flux | 310,000 compounds, 0.63% hits | B-score at 10 µM | AID 588675, 2011 | FDSS; stronger effect = higher value | Mas-related G-protein coupled receptor member X1 (Homo sapiens), Q96LB2;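 active = plate-corrected calcium response at least 3 library SD above typical, normal starting fluorescence, not activating the receptor alone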;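 note: compound read alongside a low EC10 to EC30 dose of BAM8-22 agonist; peak minus trough fluorescence over baseline measured at the second addition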
SKKanGAS inh = S. pyogenes SKKanGAS growth inhibitors in kanamycin, primary screen, streptokinase expression inhibitor project, SKKanGAS strain, BacTiter-Glo luminescence; 6 h; inhibition, % at 7.5 µM; 300,000 compounds, 1.3% hits;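 active = mean replicate score, as percent of positive control median, at least 50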;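 note: strain carries kanamycin resistance gene driven by streptokinase promoter and grows in 40 µg/ml kanamycin; loss of luminescence reflects streptokinase promoter inhibition or plain growth inhibition; 0% = median of DMSO wells and 100% = positive control at its reference dose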
TRPC6 act = mouse TRPC6 channel activators, primary screen, cell-based, HEK293, membrane potential dye | 310,000 compounds, 0.13% hits | AID 2550, 2010 | B-score at 10 µM | Short transient receptor potential channel 6 (Mus musculus), Q61143 | HEK293-TRPC6 membrane potential dye fluorescence; stronger effect = higher value;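 active = B-score of the integrated fluorescence ratio above library mean plus 3 SD, and starting fluorescence ratio within library mean plus 5 SD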;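 note: higher score means more depolarization so channel activation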
TRPC6 inh = mouse TRPC6 channel inhibitors, primary screen, cell-based, HEK293, membrane potential dye. Short transient receptor potential channel 6 (Mus musculus), Q61143. ACh-evoked depolarization; stronger effect = lower value. B-score at 10 µM. 310,000 compounds, 1.1% hits. AID 2553, 2010;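 active = B-score under library mean minus 3 SD, initial fluorescence not abnormally high, positive integrated signal ratio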;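 note: B-score derived from integrated fluorescence ratio over the kinetic read; more negative B-score means stronger inhibition of depolarization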
MrgX1 antag = antagonists of human MrgX1 receptor, primary screen, HEK293 cells, Fluo-4 calcium flux | BAM8-22 antagonism; stronger effect = lower value | Mas-related G-protein coupled receptor member X1 (Homo sapiens), Q96LB2 | AID 588676, 2011 | B-score at 10 µM | 310,000 compounds, 1.3% hits;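 active = calcium-response B-score plate-corrected more than 3 library SD below zero, starting fluorescence within 5 deviations, no agonist response on first addition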;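 note: peak minus trough fluorescence over baseline after final BAM8-22 challenge near maximal dose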
TMEM16A inh = TMEM16A chloride channel inhibitors, primary screen, cell-based, HTS; Anoctamin-1 (Mus musculus), Q8BHY3; HEK293 TMEM16A/YFP iodide influx fluorescence, ionomycin; normalized B-score (activity score, 25-100; higher = stronger inhibition) at 10 µM; 310,000 compounds, 1.2% hits; AID 588511, 2011;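 active = ratio plate-corrected score three or more library SD toward inhibition, starting fluorescence score within five deviations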;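 note: score derived from kinetic fluorescence span divided by baseline fluorescence per well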
Target sequence (Q8BHY3 whole entry, looked up): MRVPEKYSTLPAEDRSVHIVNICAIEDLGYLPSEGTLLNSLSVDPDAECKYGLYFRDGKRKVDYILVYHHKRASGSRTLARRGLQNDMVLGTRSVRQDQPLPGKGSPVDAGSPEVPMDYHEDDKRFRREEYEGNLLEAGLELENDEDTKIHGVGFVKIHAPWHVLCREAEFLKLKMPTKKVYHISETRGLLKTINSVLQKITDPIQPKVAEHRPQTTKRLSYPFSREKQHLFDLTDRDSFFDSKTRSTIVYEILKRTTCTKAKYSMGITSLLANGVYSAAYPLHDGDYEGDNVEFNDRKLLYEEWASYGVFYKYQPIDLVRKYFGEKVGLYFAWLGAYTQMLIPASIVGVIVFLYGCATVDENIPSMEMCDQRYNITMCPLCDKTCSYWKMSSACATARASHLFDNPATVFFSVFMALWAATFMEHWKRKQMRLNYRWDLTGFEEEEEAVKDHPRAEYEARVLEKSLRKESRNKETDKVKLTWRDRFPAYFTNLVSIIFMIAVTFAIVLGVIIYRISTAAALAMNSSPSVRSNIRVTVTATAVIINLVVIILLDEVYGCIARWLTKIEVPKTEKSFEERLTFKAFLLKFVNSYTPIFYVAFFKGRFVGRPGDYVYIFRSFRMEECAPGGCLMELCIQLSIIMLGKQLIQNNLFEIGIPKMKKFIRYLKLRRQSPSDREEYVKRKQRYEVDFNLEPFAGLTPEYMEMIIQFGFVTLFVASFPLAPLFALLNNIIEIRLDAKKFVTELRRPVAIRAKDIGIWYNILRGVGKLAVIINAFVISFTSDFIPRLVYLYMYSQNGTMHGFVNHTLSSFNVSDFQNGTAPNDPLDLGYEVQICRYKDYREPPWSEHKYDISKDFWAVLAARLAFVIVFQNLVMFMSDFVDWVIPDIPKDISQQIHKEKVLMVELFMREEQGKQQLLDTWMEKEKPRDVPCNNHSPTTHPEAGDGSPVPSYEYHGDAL
TRPC4 agonist = activators of mouse TRPC4 channel, primary screen, Fluo4 calcium, HEK293 TRPC4beta/mu-opioid cells; Fluo4 calcium fluorescence; stronger effect = higher value; B-score at 10 µM; 310,000 compounds, 0.49% hits; AID 2237, 2010;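 active = B-score above 5 SD of library B-scores, and initial fluorescence ratio not above library mean plus 5 SD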;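 note: positive B-score marks a calcium rise read as TRPC4 activation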
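system = HEK293 cells stably co-expressing mouse TRPC4beta and mu-opioid receptor | schedule = Fluo4 dye loading 45 min at room temperature, 110 s recording | measure = B-scored integrated calcium fluorescence ratio | signal = Fluo4 calcium-sensitive dye fluorescence, kinetic, 1 Hz baseline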
ANO1 activ = TMEM16A chloride channel activators or potentiators, primary screen, cell-based, HTS | HEK293 TMEM16A/YFP-H148Q/I152L, iodide quench fluorescence; stronger effect = lower value | B-score at 10 µM | 340,000 compounds, 0.3% hits;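 active = fluorescence-ratio B-score plate-corrected deviation score at least 3 library SD below zero, with starting fluorescence score within 5 deviations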;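 note: channel opened by trigger with iodide after compound preincubation; score built on the fluorescence ratio of max minus min over baseline; more negative score means more quench and so TMEM16A activation or potentiation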
TRPC4 potent = positive allosteric modulators of TRPC4, primary screen, cell-based, mouse TRPC4beta, HEK293 mu-opioid, Fluo-4 calcium; Short transient receptor potential channel 4 (Mus musculus), Q9QUQ5; DAMGO EC20, Fluo-4 Ca2+ flux; stronger effect = higher value; B-score at 10 µM; 310,000 compounds, 0.42% hits; AID 2227, 2009;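 active = B-score of calcium response area above 5 SD of library B-scores, with initial fluorescence ratio within 5 SD of library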;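 note: B-score of integrated fluorescence ratio over time as area under calcium response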
TRPC4 inh = inhibitors of mouse TRPC4 channel, primary screen, Fluo4 calcium, HEK293 TRPC4beta/mu-opioid cells | B-score at 10 µM | DAMGO-evoked Fluo4 calcium flux; stronger effect = lower value | Short transient receptor potential channel 4 (Mus musculus), Q9QUQ5 | 300,000 compounds, 0.39% hits;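 active = B-score over 3 SD under the library average, no early fluorescence shift, positive overall ratio signal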
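Assay system: TRPC4beta/mu-opioid receptor HEK293 cell line; compound dosing: single concentration per test compound; detection: Fluo4 Ca2+ flux fluorescence; evaluation: per-well B score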
* = called active by the depositor; i = inactive.

SMILES	MrgX1 agonist	MrgX1 allo act	SKKanGAS inh	TRPC6 act	TRPC6 inh	MrgX1 antag	TMEM16A inh	TRPC4 agonist	ANO1 activ	TRPC4 potent	TRPC4 inh
COc1ccc(NC(=O)CCCn2c(=O)c3sccc3n(Cc3ccccc3)c2=O)cc1	i	i	-6	i	i	i	i	i	i	i	i
COc1cc(-c2noc(C)c2/C=C/c2ccc(C(=O)O)cc2)cc(OC)c1OC	i	i	18	i	i	i	i	i	i	i	i
COc1ccc(C2Nc3ccccc3NC3=C2C(=O)CC(C)(C)C3)cc1 (stereo not given)	i	i	-4	i	i	i	i	i	i	i	i
CN(C)S(=O)(=O)N1CCN(C(=O)c2ccccc2Cl)CC1	i	i	1	i	-5*	i	i	i	i	i	i
COC(=O)Cn1cc(C(=O)c2ccco2)c2ccccc21	i	i	-7	i	i	i	i	i	i	i	i
O=C1c2ccccc2-c2nc3ccccc3cc21	i	i	4	i	i	i	i	i	i	i	i
CCCS(=O)(=O)c1c(S(=O)(=O)CCC)c2c3ccccc3ccn2c1C(=O)OC	i	i	9	i	i	i	i	i	i	i	i
CCOC(=O)c1ccccc1NC(=O)CSc1nnnn1C	i	i	3	i	i	i	i	i	i	i	i
COCCn1nnnc1C(c1ccccn1)N1CCN(c2cccc(C)c2C)CC1 (stereo not given)	i	i	-15	i	i	i	i	i	i	i	i
O=C(CNc1cccc(S(=O)(=O)N2CCCC2)c1)Nc1ccc(F)c(F)c1	i	i	-15	i	i	i	i	i	i	i	i
CCc1nnc(NC(=O)C2CCCCC2)s1	i	i	-1	i	i	i	i	i	i	i	i
Cn1cc(CNCCCn2ncc3ccccc32)c(-c2ccccc2F)n1	i	i	-4	i	i	i	i	i	i	i	i
Cc1ccc(C)c(NC(=O)CCc2nnc3ccc(NCc4ccco4)nn23)c1	i	i	-1	i	i	i	i	i	i	i	i
CCN(C(=O)CN1CCN(S(=O)(=O)c2ccccc2C(F)(F)F)CC1)c1c(N)n(Cc2ccccc2)c(=O)[nH]c1=O	i	i	-3	i	i	i	i	i	i	i	i
ONC(=Nc1ccc(Cl)cc1)c1ccccc1Cl	i	i	7	i	i	i	i	i	i	i	i
Cc1ccc(N(CC(=O)NCc2ccccc2)C(=O)c2csnn2)c(C)c1	i	i	7	i	i	i	i	i	i	i	i
COc1ccccc1C(=O)N1CCN(CCc2ccccc2)CC1	i	i	-8	i	i	-5.4*	i	i	i	i	i
N#CCSc1ccsc1C(=O)Nc1ccc(F)cc1	i	i	3	i	i	i	i	i	i	i	i
CCn1c(SC(C)C)nnc1-c1c[nH]c2ccccc12	i	i	-10	i	i	i	i	i	i	i	i
COc1cc(/C=C/C(=O)N[C@@H](Cc2c[nH]c3ccccc23)C(=O)O)ccc1O	i	i	1	i	i	i	i	i	i	i	i
Cc1c(Cl)cccc1NCC(=O)Nc1ccc(Cl)cc1F	i	i	-15	i	i	i	i	i	i	i	i
O=C(NCCc1nc2ccccc2[nH]1)/C(=C/c1ccc(F)cc1)NC(=O)c1ccco1	i	i	-3	i	i	i	i	i	i	i	i
CN1CCN(NC(=O)Nc2cccc(F)c2)CC1	i	i	-3	i	i	i	i	i	i	i	i
COc1ccc(OC)c(NC(=O)CCCCCn2nnc3ccccc3c2=O)c1	i	i	1	i	i	i	i	i	i	i	i
CCCCN(C(=O)NC(=O)Nc1c(C)cc(C)cc1C)S(C)(=O)=O	i	i	-1	i	i	i	i	i	i	i	i
Cn1c(=O)oc2cc(S(=O)(=O)N3CCCC(C(=O)N4CCc5ccccc5C4)C3)ccc21 (stereo not given)	i	i	-5	i	i	i	i	i	i	i	i
COc1cc(O)c2c(c1)OC(C)(C)CC2=O	i	i	3	i	i	-10*	i	i	i	i	i
N/C(=N\N=C\c1ccco1)SC1CC(=O)N(c2ccccc2)C1=O (stereo not given)	i	i	-2	i	i	i	i	i	i	i	i
CN(C)CCNC(=O)c1cc2c(=O)n(C)c3ccccc3c2n1C	i	i	-2	i	i	i	i	i	i	i	i
Cn1c(N)c(C(=O)COC(=O)CSc2ccc3ccccc3c2)c(=O)n(C)c1=O	i	i	-10	i	i	i	i	i	i	i	i
O=C(CSCc1ccc([N+](=O)[O-])cc1)NC1CC1	i	i	4	i	i	i	i	i	i	i	i
CC(=O)NS(=O)(=O)c1ccc(NC(=O)C(Sc2ccccc2)c2ccccc2)cc1 (stereo not given)	i	i	-1	i	i	i	i	i	i	i	i
CC(C)c1ccccc1NC(=S)NN(Cc1ccccc1)c1ccccc1	i	i	26	i	i	i	i	i	i	27*	i
CC(C)(C)c1ccc(NC(=O)c2cc[n+]([O-])cc2)cc1	i	i	-1	i	i	i	i	i	i	i	i
O=C(CCC1CCCC1)N1CCC(N2CCCCCC2)CC1	i	i	-1	i	i	i	i	i	i	i	i
Cc1ccccc1C(=O)NC(=S)Nc1ccccc1[N+](=O)[O-]	i	i	-2	i	i	i	i	i	i	i	i
Cc1cc(C(=O)OCC(=O)NCc2ccco2)c(C)n1-c1ccc(F)cc1	i	i	-14	i	i	i	i	i	i	i	i
CCOc1cc(S(=O)(=O)N2CCOCC2)ccc1F	i	i	-5	i	i	i	i	i	i	i	i
Cc1cc(C(=O)COc2cc(F)ccc2[N+](=O)[O-])c(C)n1C1CC1	i	i	4	i	i	i	i	i	i	i	i
CCOc1cc(CNCc2cccnc2)cc(Br)c1OCC(N)=O	i	i	-3	i	i	i	i	i	i	i	i
COn1c(-c2ccccc2)c(C=O)c2ccccc21	i	19*	-2	i	i	i	i	i	i	i	i
CC(=O)C1=C(O)C(=O)N(c2ccc(C)cc2)C1c1ccc([N+](=O)[O-])cc1 (stereo not given)	i	i	-10	i	i	i	i	i	i	i	i
C=CCn1c(C)cc(C(=O)CSc2nc3ccccc3o2)c1C	i	i	-7	i	i	i	i	i	i	i	i
CC(=O)Nc1cc(NC(C)=O)cc(C(=O)OCC(=O)N2CC(C)OC(C)C2)c1 (stereo not given)	i	i	1	i	i	i	i	i	i	i	i
Cc1cc(C)cc(NC(=O)C2CCCN2S(=O)(=O)c2ccc3c(c2)C(C)(C)C(=O)N3C)c1 (stereo not given)	i	i	2	i	i	i	i	i	i	i	i
COc1ccc(Cl)cc1NC(=O)Nc1ccc(Br)cn1	i	i	-4	i	i	i	i	i	i	i	i
Cc1cc(C)nc(Nc2n[nH]c(COc3ccc(Cl)cc3)n2)n1	i	i	-2	i	i	i	i	i	i	i	i
COc1ccccc1N1CCN(CC(O)COc2ccc3c(c2)CCC3)CC1 (stereo not given)	i	i	0	i	i	i	i	i	i	i	i
Cc1ccc(C)c(C(=O)COC(=O)CNS(=O)(=O)c2ccccc2)c1	i	i	-2	i	i	i	i	i	i	i	i
COc1ccc(S(=O)(=O)NC(CC(=O)NCc2ccco2)c2ccco2)cc1 (stereo not given)	i	i	4	i	i	i	i	i	i	i	i

Structures from the list above containing bromine, in the order listed:
SMILES	MrgX1 agonist	MrgX1 allo act	SKKanGAS inh	TRPC6 act	TRPC6 inh	MrgX1 antag	TMEM16A inh	TRPC4 agonist	ANO1 activ	TRPC4 potent	TRPC4 inh
CCOc1cc(CNCc2cccnc2)cc(Br)c1OCC(N)=O	i	i	-3	i	i	i	i	i	i	i	i
COc1ccc(Cl)cc1NC(=O)Nc1ccc(Br)cn1	i	i	-4	i	i	i	i	i	i	i	i

Next section
SMILES	MrgX1 agonist	MrgX1 allo act	SKKanGAS inh	TRPC6 act	TRPC6 inh	MrgX1 antag	TMEM16A inh	TRPC4 agonist	ANO1 activ	TRPC4 potent	TRPC4 inh
COCCN(CCOC)S(=O)(=O)c1ccc(C(=O)Nc2nnc(C3CC3)o2)cc1	i	i	-1	i	i	i	i	i	i	i	i
COc1ccc(OC)c(NC(=O)[C@@]2(CC(=O)O)CC(/C=C/c3ccccc3)=NO2)c1	i	i	3	i	i	i	i	i	i	i	i
Cc1ccc(S(=O)(=O)NCC2CCC(C(=O)NCc3ccco3)CC2)cc1 (stereo not given)	i	i	-1	i	i	i	i	i	i	i	i
CCOC(=O)N1CCN(CC(=O)Nc2ccc(F)cc2)CC1	i	i	-13	i	i	i	i	i	i	i	i
O=C(Cn1nnc(-c2cccs2)n1)N1CCc2ccccc2C1	i	i	-14	i	i	i	i	i	i	i	i
Cc1ccc(S(=O)(=O)NC(=O)Nc2ccc(N(C)C)cc2)cc1	i	i	12	i	i	i	i	i	i	i	i
Cc1ccccc1C(=O)c1cccn1CC(=O)NCCC1=CCCCC1	i	i	8	i	i	i	i	i	i	i	i
Cc1ccc(S(=O)(=O)N(C)Cc2ccc(-c3nnc4n3CCC4)cc2)cc1	i	i	0	i	i	i	i	i	i	i	i
COc1ccc(C(=O)NNC(=O)c2cc3cccc(OC)c3oc2=O)cc1	i	i	0	i	i	i	i	i	i	i	i
O=C(Nc1cc(C(F)(F)F)ccc1Cl)C(Sc1ccccn1)c1ccccc1 (stereo not given)	i	i	2	i	i	i	25*	i	i	i	i
CCOc1ccc(Cc2onc3c2C(=O)CC(C)(C)C3)cc1OCC	i	i	-3	i	i	i	i	i	i	i	i
CC(C)(O)CNC(=O)Nc1ccc(Cl)c(Cl)c1	i	i	-1	i	i	i	i	i	i	i	i
CC(=O)Nc1ccc(OS(=O)(=O)c2c(C)cc(C)cc2C)cc1	i	i	-16	i	i	i	i	i	i	i	i

Bioassay records (PubChem)
